CBFb RUNX1 block: qHTS Assay for Compounds Blocking the Interaction Between CBF-beta and RUNX1 for the Treatment of Acute Myeloid Leukemia; AlphaScreen CBFb-His/RUNX1-biotin binding, biochemical; Potency, µM (highest dose often 59.8 µM), without a hit: top-dose activity, negative = inhibition, hits mostly inhibitors; 230,000 tested, under 10 active; also: % of control where 0% means no effect
Target sequence (Q01196 whole entry, looked up): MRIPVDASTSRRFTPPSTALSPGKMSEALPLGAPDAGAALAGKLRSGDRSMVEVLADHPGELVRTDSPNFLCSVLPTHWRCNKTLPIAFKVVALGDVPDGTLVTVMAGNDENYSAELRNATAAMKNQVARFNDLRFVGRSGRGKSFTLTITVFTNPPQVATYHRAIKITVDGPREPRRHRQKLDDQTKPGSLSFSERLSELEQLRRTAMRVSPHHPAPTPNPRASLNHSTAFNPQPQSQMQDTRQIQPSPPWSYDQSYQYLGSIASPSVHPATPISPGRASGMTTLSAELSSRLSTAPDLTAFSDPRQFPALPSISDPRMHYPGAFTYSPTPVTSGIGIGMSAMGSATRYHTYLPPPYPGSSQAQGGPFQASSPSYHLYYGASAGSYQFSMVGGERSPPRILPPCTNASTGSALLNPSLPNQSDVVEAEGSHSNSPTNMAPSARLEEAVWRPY
Target sequence (Q13951 whole entry, looked up): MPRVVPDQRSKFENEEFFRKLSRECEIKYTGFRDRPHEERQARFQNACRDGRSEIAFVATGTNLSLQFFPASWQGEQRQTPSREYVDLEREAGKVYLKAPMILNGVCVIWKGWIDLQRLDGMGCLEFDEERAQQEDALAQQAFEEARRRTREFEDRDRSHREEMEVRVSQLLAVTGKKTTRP
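CBFb-His/RUNX1-biotin, 30 nM each, preincubated 20 min RT; compound 15 min RT; Ni + streptavidin beads 50 ng each, 90 min RT; AlphaScreen read.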
IMPase Li cell: qHTS Assay for Identifying the Cell-Membrane Permeable IMPase Inhibitors: Potentiation with Lithium | CHO-M1 cells, IP1 TR-FRET (IP-One), carbachol + lithium | Potency, µM (doses to about 59.4 µM), inactives show at the highest dose activity, negative = IMPase inhibition, actives largely listed as inhibitors | hit rate 0.35% among 210,000 | AID 1457, 2008;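 also: IP1 builds up when IMPase is blocked and the TR-FRET signal falls; potency is read from the fitted curve at half-maximal effect; plate controls were basal vehicle for no effect and high inhibitor control for full effect; nearly all actives have a fitted effect of over 50% in size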
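Steps: plate 2000 CHO-M1 cells per well and culture 16–30 h; add compound and lithium; incubate 30 min, 37C; add d2-IP1 tracer and Eu cryptate anti-IP1 antibody in lysis buffer; read after 10 min at room temperature.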
NPSR antag: qHTS Assay for Antagonists of the Neuropeptide S Receptor: cAMP Signal Transduction; Q6W5P4; CHO-NPSR cells, cAMP TR-FRET, antagonist mode; Potency, µM (highest dose often 38.3 µM), for inactives: at the top dose activity change, negative = inhibition, actives largely listed as inhibitors; hit rate 1% among 220,000; AID 1461, 2008; also: potency is read from the fitted curve at half-maximal effect; % is scaled to controls: 0 for no effect and ±100 for the full control effect; nearly all actives have a fitted effect of over 50% in size; many of its hits are not listed in these tables
Target sequence (Q6W5P4 whole entry, looked up): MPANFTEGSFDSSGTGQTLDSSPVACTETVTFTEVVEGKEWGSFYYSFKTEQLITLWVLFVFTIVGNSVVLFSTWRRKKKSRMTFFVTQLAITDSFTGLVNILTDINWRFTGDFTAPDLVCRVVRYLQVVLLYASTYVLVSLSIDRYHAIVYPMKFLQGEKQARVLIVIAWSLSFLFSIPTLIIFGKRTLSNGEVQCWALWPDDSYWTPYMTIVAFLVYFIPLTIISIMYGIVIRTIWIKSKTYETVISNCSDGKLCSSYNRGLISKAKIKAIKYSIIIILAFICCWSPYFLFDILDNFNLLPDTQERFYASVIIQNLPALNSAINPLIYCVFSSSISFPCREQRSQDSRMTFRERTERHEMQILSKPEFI
Epigenetic derep: Quantitative High-Throughput Screen for Regulators of Epigenetic Control | murine LDR cells, GFP reporter derepression, 30 h | Potency, µM (titrated, usually from 53.9 µM), for the others: at the top dose GFP activation, actives largely listed as activators | hit rate 0.2% among 280,000 | AID 1865, 2009; also: potency is read from the fitted curve at half-maximal effect; % of control where 0% means no effect; nearly all actives have a fitted effect of over 60% in size
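Murine LDR cells carrying a silenced, genomically integrated CMV-driven GFP reporter were exposed to compound for 30 hours at 37 C. After PBS washes, GFP-positive cells (20–120 um objects) were counted by laser-scanning microplate cytometry.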
HttQ103 aggreg: qHTS Multiplex Assay to Identify Dual Action Probes in a Cell Model of Huntington: Aggregate Formation (GFP). Potency, µM (series often up to 46.1 µM), inactives show at the highest dose activity change, negative = inhibition, most hits filed as inhibitors. hit rate 1.1% among 220,000. PC12 HttQ103-GFP aggregates, Acumen cytometry, 40 h; also: potency is read from the fitted curve at half-maximal effect; % is scaled to controls: 0 for no effect and ±100 for the full control effect; nearly all actives have a fitted effect of over 60% in size
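Using laser scanning cytometry, GFP-positive aggregates were counted after lysis of PC12 cells induced with 100 nM tebufenozide to express HTT exon 1 Q103–GFP. Compounds were tested in titration.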
Luc counter: Counterscreen for Luciferase (Kinase-Glo TM) Inhibition | AID 1379, 2008 | Kinase-Glo luciferase, ATP luminescence, 8 min | Potency, µM (titrated, usually from 38.3 µM), for inactives: at the highest dose activity change, negative = inhibition, hits mostly inhibitors | Luciferin 4-monooxygenase (Photuris pensylvanica), Q27757 | hit rate 0.28% among 200,000; also: potency is read from the fitted curve at half-maximal effect; % is scaled to controls: 0 for no effect and ±100 for the full control effect; nearly all actives have a fitted effect of over 60% in size
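Kinase-Glo luciferase light output from ATP and luciferin was measured with 10 uM ATP, within the enzyme's linear range. Buffer: 50 mM imidazole pH 7.2, 50 mM KCl, 7 mM MgCl2, 0.01% Tween 20, 0.05% BSA; luminescence read after 8 min at ambient temperature.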
LMNA splice mod: qHTS Assay for Modulators of Lamin A Splicing; HeLa LMNA splicing GFP/RFP minigene ratio, 48 h; Potency, µM (titrated, usually from 46.1 µM), for inactives: top-dose ratio change, negative = inhibition, most hits filed as inhibitors; hit rate 0.01% among 200,000; AID 1487, 2009; active = well fitted inhibition curve with a large enough effect in the signal ratio, with a control signal flat, not every such curve was filed as active; inconclusive = small, poorly fitted or top-dose-only effect, or effect the other way, or a change in a side signal; the % refers to the signal ratio; also: potency is read from the fitted curve at half-maximal effect; % is scaled to controls: 0 for no effect and ±100 for the full control effect
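S3 HeLa stable clones carrying a lamin A-EGFP splicing minigene plus DsRed2 were seeded at 600 cells/well in Opti-MEM with 2% FBS, pin-dosed and incubated 48 h at 37°C. Acumen cytometry (488 nm) gave the GFP/RFP total-intensity ratio.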
Numbers without * were called inactive; ? = inconclusive; nt = no result given; & = joins results of further samples; [ ] = dose if it differs, or a comment. Unless noted, calls follow the shape of the dose curve; as a rule, active = well fitted curve in the direction sought with a large enough effect; inconclusive = small, poorly fitted or top-dose-only effect, or another doubt; inactive = no such curve, though single readings can be large; an effect the other way counts as inactive or inconclusive. Only part of the results is shown, so the mix of outcomes need not match the whole.

Every second line gives: CBFb RUNX1 block, IMPase Li cell, NPSR antag, Epigenetic derep, HttQ103 aggreg, Luc counter, LMNA splice mod
> O=C(O)/C=C/C(=O)Nc1ccc(-c2ccccc2)cc1
 : -8%&1%, -4%, 1%&-27%, 2.1%&-0.4%, 20%[9.22 µM], 1%, -1%[46 µM]
> CNC(=O)CCc1[nH]c2ccccc2c1Sc1ccccc1
 : -1%, 0%, -8%, 0.0%, -4%, 1%, -7%
> CC(C)(C)C(=O)NC(=S)NNC(=O)c1sc2ccccc2c1Cl
 : 3%, -3%, -52%, -2.2%, 10µM*, 2%, ?
> Cc1cc(OCC(=O)NCC(C)C)cc(C)c1Br
 : -1%, -1%[38.3 µM], -14%[46.1 µM], 3.9%, -22%, -1%, -1%
> Cc1ccc(C)c(N2CCN(C(=O)CCn3c(=S)[nH]c4cc5c(cc4c3=O)OCO5)CC2)c1
 : -4%, 6%[38.3 µM], -6%[46.1 µM], 0.0%, 2%, 0%, 8%
> CCOc1ccc(S(=O)(=O)N2CCN(c3ccccc3F)CC2)c2cccnc12
 : -12%, 4%, 7%, 2.6%, ?, -1%, ?
> O=[N+]([O-])c1ccc(O)c(C=Nc2cccc3ncccc23)c1
 : -1%, -7%, 9%, 1.7%, -14%, 0%, nt
> Cc1ccc(C)c(NC(=S)NC(NC(=O)Cc2cccc3ccccc23)C(Cl)(Cl)Cl)c1 (configuration not stated)
 : 5%, 39%[activator][38.3 µM], 7.9µM*, 0.7%, -16%[1.84 µM], 8%, ?
> O=C(/C=C/c1ccccc1Cl)N(Cc1ccc(Cl)cc1)C1CCS(=O)(=O)C1 (configuration not stated)
 : -1%, 2%, -14%, -1.3%, -6%, -5%, -13%
> Cc1cc2c(nc1C)CCCN2C[C@@H](C)O/N=C1/[C@H]2CCn3c(=O)n(-c4ccccc4)c(=O)n3[C@H]2[C@H](O)[C@@H]2O[C@H]12
 : -3%[2.36 µM], 5%, 7%, 1.7%, 19%, 0%, 1%
> CCOc1ccc(-n2c(=O)c3sccc3n(CC(=O)Nc3cccc(OC)c3)c2=O)cc1
 : -1%, -2%, -4%, 5.7%, 21%, -1%, ?
> Cn1cc(-c2nnnn2-c2cccc(C(F)(F)F)c2)c(C(F)(F)F)n1
 : 19%, 10%, -29%[46.1 µM], 2.2%, -15%, 9%, -6%
> COc1ccc(-c2csc(Nc3ccc(O)cc3)n2)cc1
 : 8%, 9%, -6%, -5.8%, 39%[9.22 µM], 2%, nt
> Nc1ncnc2nc(SCCC(=O)O)[nH]c12
 : -7%, nt, 13%, -0.7%, -18%[9.22 µM], nt, nt
> O=C(Cn1c(C(=O)NCc2ccco2)cc2sccc21)c1ccccc1
 : 2%, 18%[38.3 µM], -23%[46.1 µM], -1.1%, 1%, 0%, 15%
> CCn1c(/C=N/n2cnnc2)nc2ccccc21
 : 2%, 11%[38.3 µM], 2%[46.1 µM], 1.7%, 7%, 0%, -2%
> COc1ccc(/C=C2/NC(=O)N(Cc3ccccc3F)C2=O)cc1OC
 : 9%, -4%, 0%, 2.1%, -9%, -1%, nt
> Cc1cccc(C)c1NC(=O)C1c2cccc[n+]2CC(=O)N1Cc1ccc2c(c1)OCO2 (configuration not stated)
 : -3%, 0%, -4%, 0.9%, -1%, -1%, nt
> COc1cc(/C=N/n2nnnc2N)ccc1O
 : 10%, -3%[38.3 µM], -8%[46.1 µM], -4.1%, 2%, 1%, 26%
> N#C/C(=C/c1ccc(N2CCCCC2)o1)C(=O)NCCc1c[nH]c2ccccc12
 : -12%, 15%, -11%, ?, 21%, 4%, 1%
> NC(=O)C1CCN(C(=O)c2ccc(Oc3ccccc3)cc2)CC1
 : 4%, 13%[38.3 µM], 1%[46.1 µM], 0.0%, ?, 0%, -2%
> COc1ccc(OCC(=O)N2CCN(c3cccc(C(F)(F)F)c3)CC2)cc1
 : -4%, -1%[38.3 µM], -11%[46.1 µM], -1.1%, -12%, 0%, -8%
> Cc1cc(NS(=O)(=O)c2ccc(NC(=O)c3cc4ccccc4o3)cc2)no1
 : 4%, 3%[38.3 µM], -9%[46.1 µM], -1.0%, 9%[9.22 µM], 4%, ?
> CCOc1ccc(C(=S)N2CCN(C)CC2)cc1
 : 12%, 0%, -5%, 1.1%, 7%, 1%, nt
> Cc1nnc(C)c2c(C)n(-c3ccccc3N)c(C)c12
 : -2%, 18%, 26%, -4.5%, 0%[9.22 µM], -1%, nt
> CCc1c(C(=O)N2CCOCC2)csc1C
 : 7%, 13%[38.3 µM], -6%[46.1 µM], -1.1%, 9%, -1%, -1%
> O=C(CC(=O)N/N=C\c1cccc(Cl)c1Cl)NCc1ccccc1
 : -1%, 0%, 20%, 0.0%, -18%, 1%, ?
> O=C(CSc1ccc2ccccc2c1)Nc1nc2ccccc2[nH]1
 : -4%, -5%, 14%, 0.0%, ?, -1%, -5%
> Cc1cccc(-n2nc3c(c2NC(=O)c2ccco2)CS(=O)C3)c1C (configuration not stated)
 : 6%, -10%, -7%, -1.6%, 19%, 1%, 12%[46 µM]
> N/C(COc1ccccc1)=N\NC(=O)c1cccnc1Oc1ccccc1
 : 11%, 20%[38.3 µM], 2%[46.1 µM], -2.5%, -8%, 3%, 6%
> Cc1nn(-c2ccccc2)c2nc(-c3ccco3)cc(C(=O)O)c12
 : -19%, nt, -3%[46.1 µM], -5.7%, -4%, nt, -4%
> Cc1ccc(C)c(NS(=O)(=O)c2ccc(NC(=O)c3ccco3)cc2)c1
 : 1%, 10%, -7%[46.1 µM], 0.0%, 8%, 3%, ?
> CN1CCN(C(=S)Nc2ccc(Cl)cc2Cl)CC1
 : 0%, 17%[38.3 µM], -6%[46.1 µM], -0.1%, -14%, -2%, ?
> COc1ccc(OCCCC(=O)NCC(C)C)cc1
 : 5%, 13%[38.3 µM], -6%[46.1 µM], -1.1%, -3%, -4%, 3%
> O=C(CCn1c(=S)[nH]c2ccccc2c1=O)NCC1CCCO1 (configuration not stated)
 : 11%, -16%[38.3 µM], -15%[46.1 µM], 2.5%, -4%, 3%, 13%
> CC(C)OP(=O)(OC(C)C)C(Nc1ccccc1)c1cccnc1 (configuration not stated)
 : 14%, nt, 5%, 0.2%, 16%[9.22 µM], nt, nt
> CSc1ccccc1NC(=O)c1c(C)noc1C
 : 4%, 27%[38.3 µM], -1%[46.1 µM], 0.9%, 5%, -1%, 4%
> CC(C)OC(=O)C[N+](C)(C)CCN1C(=O)C2C(c3ccccc3)C=CC(c3ccccc3)C2C1=O (configuration not stated)
 : -7%, 6%, 2%, -1.3%, 15%, -3%, ?
> Cc1nc(-c2ccc(Cl)cc2)sc1C1(C)CC(c2c(Cl)cccc2Cl)=NO1 (configuration not stated)
 : 21%, nt, 13%, -0.4%, 32%[9.22 µM], nt, nt
> O=C(NC(C(=O)O)c1ccccc1)c1ccccc1 (configuration not stated)
 : 0%, 12%[38.3 µM], 6%[46.1 µM], 0.0%, 1%, 4%, 6%
> Cc1ccc(S(=O)(=O)NC(=O)c2cc(C)n(CCCN3CCOCC3)c2C)cc1
 : -1%, 29%[38.3 µM], -1%[46.1 µM], -1.0%, 4%, 18%, 1%
> COc1ccc(CSc2ncn[nH]2)cc1[N+](=O)[O-]
 : 3%, -6%, 11%, 2.6%, 10%, 1%, -14%
> CCCCOc1ccc(-c2cc(C(F)(F)F)c(C#N)c(SCC(=O)O)n2)cc1
 : 1%, -7%, -47%, 25µM*, -3%, 0%, ?
> CN(C)S(=O)(=O)c1ccc(Cl)c(C(=O)Nc2ccccc2[N+](=O)[O-])c1
 : -13%, 2%, 1%, -0.9%, -7%, -5%, ?
> CC(C)(C)c1cc(C(=O)NN)n(Cc2ccc(Cl)cc2Cl)n1
 : 7%, nt, 1%, 0.1%, -30%[9.22 µM], nt, nt
> COC(=O)c1ccccc1S(=O)(=O)N1CCc2nc(-c3ccc(OC)cc3C)c3c(c2C1)CO[C@@H](c1ccccc1)C3
 : -3%[13.1 µM], 4%, nt, nt, nt, -8%[7.66 µM], -5%[9.22 µM]

Four compounds picked at random from those above, as already listed:
Every second line gives: CBFb RUNX1 block, IMPase Li cell, NPSR antag, Epigenetic derep, HttQ103 aggreg, Luc counter, LMNA splice mod
> CSc1ccccc1NC(=O)c1c(C)noc1C
 : 4%, 27%[38.3 µM], -1%[46.1 µM], 0.9%, 5%, -1%, 4%
> Cc1cc(OCC(=O)NCC(C)C)cc(C)c1Br
 : -1%, -1%[38.3 µM], -14%[46.1 µM], 3.9%, -22%, -1%, -1%
> N/C(COc1ccccc1)=N\NC(=O)c1cccnc1Oc1ccccc1
 : 11%, 20%[38.3 µM], 2%[46.1 µM], -2.5%, -8%, 3%, 6%
> CNC(=O)CCc1[nH]c2ccccc2c1Sc1ccccc1
 : -1%, 0%, -8%, 0.0%, -4%, 1%, -7%

A portion taken from the entries so far, as a working copy:
Every second line gives: CBFb RUNX1 block, IMPase Li cell, NPSR antag, Epigenetic derep, HttQ103 aggreg, Luc counter, LMNA splice mod
> Cc1nn(-c2ccccc2)c2nc(-c3ccco3)cc(C(=O)O)c12
 : -19%, nt, -3%[46.1 µM], -5.7%, -4%, nt, -4%
> Cc1ccc(C)c(NS(=O)(=O)c2ccc(NC(=O)c3ccco3)cc2)c1
 : 1%, 10%, -7%[46.1 µM], 0.0%, 8%, 3%, ?

Screening results as filed in PubChem BioAssay.
